Screening results from PubChem BioAssay.
PRC2 inh = inhibitors of human EZH2/PRC2 methyltransferase. Q15910. PRC2 H3K27 methylation, DELFIA TRF, 1 h. inhibition, % at 12.5 µM. actives 0.35% (n = 57,000). AID 651548;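 active = mean inhibition of replicates at least 50% and every single replicate also reaching 50%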;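 also: dimethyl H3K27 on biotinylated H3 21-44 peptide detected by antibody; plate controls were median neutral control wells for no effect and median positive control wells for full effect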
Target sequence (Q15910 whole entry, looked up): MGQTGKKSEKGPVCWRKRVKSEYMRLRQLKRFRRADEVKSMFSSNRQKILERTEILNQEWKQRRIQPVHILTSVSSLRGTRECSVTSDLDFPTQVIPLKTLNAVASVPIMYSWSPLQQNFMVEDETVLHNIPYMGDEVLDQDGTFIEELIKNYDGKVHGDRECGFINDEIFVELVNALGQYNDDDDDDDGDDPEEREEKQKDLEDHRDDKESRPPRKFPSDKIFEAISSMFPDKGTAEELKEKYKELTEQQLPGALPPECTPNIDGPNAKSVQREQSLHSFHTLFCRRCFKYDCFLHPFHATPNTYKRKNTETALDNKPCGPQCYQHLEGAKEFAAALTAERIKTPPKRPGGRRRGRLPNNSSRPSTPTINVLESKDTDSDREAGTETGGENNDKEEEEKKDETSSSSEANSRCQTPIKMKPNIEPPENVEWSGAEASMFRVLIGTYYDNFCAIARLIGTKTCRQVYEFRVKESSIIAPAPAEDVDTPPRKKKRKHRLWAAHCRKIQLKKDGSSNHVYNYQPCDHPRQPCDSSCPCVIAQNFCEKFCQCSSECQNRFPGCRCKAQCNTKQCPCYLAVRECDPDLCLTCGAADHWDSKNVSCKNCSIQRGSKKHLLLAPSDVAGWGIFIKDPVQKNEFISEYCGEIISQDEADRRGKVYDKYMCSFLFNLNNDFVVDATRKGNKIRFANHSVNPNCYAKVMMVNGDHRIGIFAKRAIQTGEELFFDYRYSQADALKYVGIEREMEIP
IDH1 mut inh = IDH1 R132H (human) inhibition; O75874; IDH1 R132H reductase, diaphorase/resazurin fluorescence, 60 min; inhibition, % at 10 µM; actives 0.18% (n = 70,000); AID 624101; in the data active = inhibition above about 34%;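 also: 0% = DMSO and 100% = no enzyme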
An asterisk follows results filed as active; . = no result given.

SMILES | PRC2 inh | IDH1 mut inh
CC(C)C#Cc1cnc2c(c1)C(=O)N([C@@H](C)CO)C[C@@H](C)[C@H](CN(C)C(=O)CC1CC1)O2 | . | 0.0
C[C@@H]1CN([C@H](C)CO)S(=O)(=O)c2ccc(C3=CCCC3)cc2O[C@@H]1CN(C)CC1CCCCC1 | 5 | -0.1
O=C(CCN1CCCCC1)N[C@H]1CC[C@H](CCn2cc(-c3ccc(F)cc3)nn2)O[C@H]1CO | -2 | -0.2
Cc1noc(C)c1S(=O)(=O)N(C)C[C@H]1Oc2ccc(NC(=O)Cn3cnnn3)cc2CC(=O)N([C@@H](C)CO)C[C@H]1C | . | 0.8
COc1ccc(OC(=O)N(C)C[C@H]2OCc3ccccc3-c3ccccc3C(=O)N([C@H](C)CO)C[C@@H]2C)cc1 | -2 | -0.9
C[C@H](CO)N1C[C@H](C)[C@@H](CN(C)S(=O)(=O)c2cn(C)cn2)Oc2ccc(NC(=O)CCCCCC(=O)Nc3ccccc3N)cc2C1=O | -13 | -0.1
Cc1ccc(-c2cnc3c(c2)C(=O)N([C@H](C)CO)C[C@@H](C)[C@@H](CN(C)Cc2ccccc2F)O3)cc1 | 2 | 0.0
C[C@@H]1CN([C@@H](C)CO)C(=O)c2cc(NS(=O)(=O)c3cn(C)cn3)ccc2O[C@@H]1CN(C)CC1CC1 | -4 | 0.5
CCCN1C[C@@H](C)[C@H](OC)CN(C)C(=O)c2cc(NC(=O)COC)ccc2OC[C@@H]1C | -1 | .
CO[C@@H](CN(C)C(=O)C1CCOCC1)[C@H](C)CN(C(=O)Nc1ccc(F)cc1)[C@@H](C)CO | 7 | 0.4
C[C@@H]1CN([C@H](C)CO)C(=O)c2cc(NC(=O)C3CCCCC3)ccc2O[C@H]1CN(C)C | -2 | -0.9
C[C@H](CO)N1C[C@H](C)[C@@H](CN(C)C)OCCCC[C@H](C)Oc2ccc(NC(=O)Cc3ccccc3)cc2C1=O | 11 | 2.1
COc1ccc(S(=O)(=O)N(C)C[C@@H]2OCCCC[C@@H](C)Oc3ccc(NC(=O)NC(C)C)cc3C(=O)N([C@H](C)CO)C[C@H]2C)cc1 | . | -1.2
O=C(Cn1nnc2ccccc21)c1ccc([N+](=O)[O-])cc1 | 0 | -0.6
CCOc1ccc(NC(=O)C(C)Sc2nnnn2C)cc1 (stereo not given) | -7 | 1.3
O=C(NO)c1cccc(C(=O)N/N=C/c2ccc(O)cc2)c1 | 7 | -0.3
CO[C@H](CN(C)Cc1ccc2c(c1)OCO2)[C@H](C)CN(C(=O)Nc1ccc(F)cc1)[C@H](C)CO | -9 | 0.2
O=C(C[C@H]1C[C@@H]2c3cc(NS(=O)(=O)c4ccccc4)ccc3O[C@@H]2[C@@H](CO)O1)N1CCOCC1 | 5 | -1.2
Cn1nnnc1SCC(=O)Nc1ccc(F)cc1 | -4 | 3.4
COc1ccc(NC(=O)N(C)C[C@@H]2Oc3ccc(NC(=O)Cn4cnnn4)cc3C(=O)N([C@@H](C)CO)C[C@H]2C)cc1 | . | 1.5
CCCC#Cc1ccc2c(c1)O[C@@H](CN(C)CCC)[C@@H](C)CN([C@H](C)CO)S2(=O)=O | -10 | -0.2
C[C@H](CO)N1C[C@H](C)[C@@H](CN(C)S(=O)(=O)c2cn(C)cn2)Oc2ccc(NC(=O)Cc3ccccc3)cc2CC1=O | . | -17
CCCN1C[C@@H](C)[C@H](OC)CN(C)C(=O)c2ccc(NC(=O)c3ccc(F)cc3)cc2OC[C@@H]1C | -12 | .
Cc1noc(C)c1NC(=O)N(C)C[C@H]1Oc2c(NS(=O)(=O)c3cn(C)cn3)cccc2C(=O)N([C@@H](C)CO)C[C@@H]1C | . | -0.1
COC(=O)c1ccc(C(=O)OC)c(NC(=O)COc2ccc(C)cc2)c1 | 6 | 0.0
CC1(C)Cc2c(sc3c2c(=O)n(-c2cccc(Cl)c2)c2nnc(SCC(=O)Nc4cccc(Cl)c4)n32)CO1 | -11 | 0.0
COc1ccc(NC(=O)N(C)C[C@H]2OCCCC[C@@H](C)Oc3ccc(NC(=O)Nc4c(C)noc4C)cc3C(=O)N([C@H](C)CO)C[C@@H]2C)cc1 | . | 0.7
Cc1ccc(S(=O)(=O)N(C)C[C@@H]2Oc3ccc(NC(=O)c4ccncc4)cc3CC(=O)N([C@@H](C)CO)C[C@H]2C)cc1 | -12 | -7.4
C[C@H](CO)N1C[C@H](C)[C@@H](CN(C)Cc2ccc(C(=O)O)cc2)Oc2ncc(C#CCN(C)C)cc2C1=O | . | -0.5
C[C@@H]1CCCCO[C@@H](CN(C)C(=O)CCCN(C)C)[C@@H](C)CN([C@H](C)CO)C(=O)c2cc(NS(C)(=O)=O)ccc2O1 | 31 | .

Profiles from above. Order of screens: PRC2 inh	IDH1 mut inh
CC1(C)Cc2c(sc3c2c(=O)n(-c2cccc(Cl)c2)c2nnc(SCC(=O)Nc4cccc(Cl)c4)n32)CO1 as listed: -11	0.0
C[C@H](CO)N1C[C@H](C)[C@@H](CN(C)Cc2ccc(C(=O)O)cc2)Oc2ncc(C#CCN(C)C)cc2C1=O as listed: .	-0.5
CCCC#Cc1ccc2c(c1)O[C@@H](CN(C)CCC)[C@@H](C)CN([C@H](C)CO)S2(=O)=O as listed: -10	-0.2

By substructure: the compounds so far containing an aryl methoxy group.
SMILES | PRC2 inh | IDH1 mut inh
COc1ccc(OC(=O)N(C)C[C@H]2OCc3ccccc3-c3ccccc3C(=O)N([C@H](C)CO)C[C@@H]2C)cc1 | -2 | -0.9
COc1ccc(S(=O)(=O)N(C)C[C@@H]2OCCCC[C@@H](C)Oc3ccc(NC(=O)NC(C)C)cc3C(=O)N([C@H](C)CO)C[C@H]2C)cc1 | . | -1.2
COc1ccc(NC(=O)N(C)C[C@@H]2Oc3ccc(NC(=O)Cn4cnnn4)cc3C(=O)N([C@@H](C)CO)C[C@H]2C)cc1 | . | 1.5
COc1ccc(NC(=O)N(C)C[C@H]2OCCCC[C@@H](C)Oc3ccc(NC(=O)Nc4c(C)noc4C)cc3C(=O)N([C@H](C)CO)C[C@@H]2C)cc1 | . | 0.7

Additional results:
SMILES | PRC2 inh | IDH1 mut inh
COc1ccc(S(=O)(=O)Nc2cccc3c2O[C@H](CN(C)C)[C@H](C)CN([C@H](C)CO)C3=O)cc1 | -1 | 0.2
Cc1noc(C)c1NC(=O)N(C)C[C@@H]1Oc2ncc(C#CCN(C)C)cc2C(=O)N([C@@H](C)CO)C[C@@H]1C | 17 | -1.6
COCC(=O)Nc1ccc2c(c1)C(=O)N(C)C[C@H](OC)[C@H](C)CN(C(=O)c1ccccc1)[C@@H](C)CO2 | 3 | 0.0
CC(C)NC(=O)Nc1ccc2c(c1)CC(=O)N([C@@H](C)CO)C[C@H](C)[C@@H](CN(C)S(=O)(=O)c1cccs1)O2 | . | 0.0
CC1=NN(c2cc(Cl)cc(Cl)c2)C(=O)CC1 | -6 | -0.5
CCCC(=O)Nc1ccc2c(c1)C(=O)N(C)C[C@@H](OC)[C@H](C)CN(C(=O)c1ccccc1F)[C@H](C)CO2 | 5 | 0.1
O=C(COc1ccccc1)Nc1cccc2nsnc12 | 3 | 0.1
O=C(NCCn1cc(Cl)cn1)Nc1cccc(Cl)c1Cl | 14 | 0.1
CCS(=O)(=O)Nc1ccc2c(c1)C(=O)N(C)C[C@H](OC)[C@@H](C)CN(C(=O)C1CC1)[C@@H](C)CO2 | -7 | 0.1
Cc1noc(C)c1NC(=O)N(C)C[C@H]1Oc2ccc(NC(=O)Nc3ccccc3)cc2C(=O)N([C@H](C)CO)C[C@H]1C | . | 0.0
CC(C)NC(=O)N(C)C[C@@H]1Oc2ccc(NC(=O)CCCN(C)C)cc2C(=O)N([C@@H](C)CO)C[C@H]1C | . | 0.5
COc1ccc(C)cc1N(CC(=O)Nc1ccccc1-c1ccccc1)S(C)(=O)=O | -20 | 0.6
Cc1cc2nc(-c3cccc(NC(=O)COc4ccc(Br)cc4)c3C)oc2cc1C | -5 | -0.1
CC(=O)c1c(C)oc2ccc(N(C(C)=O)S(=O)(=O)c3cccc4cccnc34)cc12 | 4 | 0.7
C[C@@H]1CN([C@@H](C)CO)C(=O)c2cc(C#CC3CCCC3)cnc2O[C@@H]1CN(C)C(=O)C1CCC1 | 7 | -1.0
COc1ccc(CN(C)C[C@H]2OCCCC[C@H](C)Oc3ccc(NC(=O)Nc4ccc5c(c4)OCO5)cc3C(=O)N([C@@H](C)CO)C[C@H]2C)cc1 | . | -3.9
COc1ccc(S(=O)(=O)N(C)C[C@H]2Oc3c(NC(=O)Nc4ccccc4)cccc3C(=O)N([C@H](C)CO)C[C@H]2C)cc1 | . | 5.6
C[C@H](CO)N1C[C@H](C)[C@@H](CN(C)C(=O)Nc2ccc3c(c2)OCO3)OCCCC[C@H](C)Oc2ccc(N(C)C)cc2C1=O | -5 | .
CS(=O)(=O)N(CC(=O)Nc1cccc(Br)c1)c1cc(Cl)c(Cl)cc1Cl | 1 | 0.2
C[C@H](CO)N1C[C@H](C)[C@@H](CN(C)S(=O)(=O)c2ccc(F)cc2)Oc2ncc(Br)cc2C1=O | . | 0.0
COc1ccccc1CNC(=O)C[C@@H]1C[C@@H]2c3cc(NC(=O)CN(C)C)ccc3O[C@@H]2[C@@H](CO)O1 | 8 | 0.1
C[C@@H]1CN([C@@H](C)CO)C(=O)Cc2cc(NS(=O)(=O)c3ccc(Cl)cc3)ccc2O[C@H]1CN(C)C(=O)Nc1ccc(C(F)(F)F)cc1 | . | 0.1
CCCC#Cc1ccc2c(c1)O[C@@H](CN(C)C(=O)C1CCC1)[C@@H](C)CN([C@@H](C)CO)S2(=O)=O | -15 | -2.2
COc1cccc(NC(=O)N[C@@H]2C=C[C@@H](CC(=O)N3CCOCC3)O[C@H]2CO)c1 | -9 | -0.1
Cc1cc(C(C)(C)C)c(O)c(C(C)(C)C)c1 | -16 | -1.1
C[C@@H]1CN([C@@H](C)CO)C(=O)Cc2cc(NS(=O)(=O)c3ccc(Cl)cc3)ccc2O[C@@H]1CN(C)C | . | 0.7
C/C=C/c1ccc2c(c1)O[C@H](CN(C)Cc1ccccc1)[C@@H](C)CN([C@@H](C)CO)S2(=O)=O | . | -0.3
COc1ccc([N+](=O)[O-])cc1NC(=O)COc1ccc(Cl)cc1Br | 1 | -0.9
C=CCNC(=O)[C@@H]1[C@H]2C(=O)O[C@H](c3ccccc3)[C@H](c3ccccc3)N2[C@H](c2ccccc2OCCO)[C@@]12C(=O)Nc1ccc(C#CCNC(N)=O)cc12 | -13 | 0.0
C[C@H]1CN([C@@H](C)CO)C(=O)c2cc(N(C)C)ccc2O[C@H]1CN(C)C | 1 | 0.8
C[C@@H]1CN([C@@H](C)CO)C(=O)c2cccc(NS(=O)(=O)c3cccs3)c2O[C@H]1CN(C)Cc1ccc(-c2ccccc2)cc1 | -17 | 0.0
C[C@@H]1CN([C@@H](C)CO)C(=O)c2cc(C3=CCCC3)cnc2O[C@@H]1CN(C)Cc1cccc(F)c1 | . | 0.3
O=C1c2ccccc2-c2c1cnc1c(-c3ccccc3)cnn21 | 11 | -1.2
COCc1cn(CC[C@H]2CC[C@H](NC(=O)c3ccncc3)[C@H](CO)O2)nn1 | 4 | 0.1
C[C@H](CO)N1C[C@H](C)[C@@H](CN(C)C)Oc2c(NC(=O)c3ccncc3)cccc2C1=O | -4 | -0.6
CCC(=O)N[C@H]1C=C[C@H](CC(=O)OC)O[C@@H]1CO | -11 | 0.8
C[C@H]1CN([C@@H](C)CO)C(=O)CCCn2cc(nn2)CO[C@@H]1CN(C)Cc1ccc(Cl)c(Cl)c1 | -3 | -1.4
CO[C@H]1CN(C)C(=O)c2cc(NC(C)=O)ccc2OC[C@@H](C)N(C(=O)c2ccc(F)cc2)C[C@@H]1C | -1 | 0.4
COc1ccc(S(=O)(=O)N(C)C[C@H]2OCc3cnnn3CCCC(=O)N([C@@H](C)CO)C[C@H]2C)cc1 | 8 | .
CCO[C@@H]1OC(C(=O)N2CCCC2)=C[C@H](C2CCCCC2)[C@H]1CCCO | 8 | .

Some of the entries so far, with values under each structure:
Every second line gives: PRC2 inh, IDH1 mut inh
COCc1cn(CC[C@H]2CC[C@H](NC(=O)c3ccncc3)[C@H](CO)O2)nn1
 : 4, 0.1
O=C1c2ccccc2-c2c1cnc1c(-c3ccccc3)cnn21
 : 11, -1.2

Further results follow:
SMILES | PRC2 inh | IDH1 mut inh
C[C@H](CO)N1C[C@H](C)[C@@H](CN(C)C(=O)Nc2ccc(C(F)(F)F)cc2)OCc2cnnn2CCCC1=O | . | -1.9
CCC(=O)N(C)C[C@H]1Oc2cc(C#Cc3ccncc3)ccc2S(=O)(=O)N([C@@H](C)CO)C[C@@H]1C | 3 | 4.0
C[C@@H]1CN([C@H](C)CO)C(=O)Cc2cc(NC(=O)C3CC3)ccc2O[C@@H]1CN(C)Cc1ccccc1 | -3 | 0.3
C[C@H](CO)N1C[C@H](C)[C@H](CN(C)S(=O)(=O)c2ccc3ccccc3c2)OCc2cn(nn2)CCCC1=O | 2 | -20
C[C@H]1CN([C@@H](C)CO)C(=O)Cc2cc(NC(=O)Nc3ccc(C(F)(F)F)cc3)ccc2O[C@@H]1CN(C)Cc1ccccc1 | -34 | 0.4
O=S(=O)(NC1CCCCC1Sc1nnc(Nc2ccccc2)s1)c1ccccc1 (stereo not given) | 14 | 1.4
CC(C)NC(=O)N(C)C[C@@H]1Oc2ccc(NC(=O)CCC(F)(F)F)cc2C(=O)N([C@@H](C)CO)C[C@@H]1C | . | 3.0
O=C(CSc1nc2ccccc2c(=O)n1-c1ccccc1)Nc1cccc([N+](=O)[O-])c1 | -5 | 0.9
O=C(CSc1nnc(-c2ccccc2F)n1-c1ccccc1)Nc1ccccc1C(F)(F)F | -9 | -0.1
COc1ccc(CN(C)C[C@@H]2Oc3c(NS(=O)(=O)c4ccc(OC)cc4)cccc3C(=O)N([C@@H](C)CO)C[C@@H]2C)cc1 | . | -2.9
O=C(NO)c1ccc(C(=O)N/N=C/c2cc(Br)cc([N+](=O)[O-])c2O)cc1 | 2 | .

This is a subset (hit frequency here may not be typical).
